High-throughput results from PubChem.
HSF1 activator: increases HSF-1 driven luciferase reporter signal; NIH3T3-HGL HSF-1 luciferase reporter, MG132, 8 h; 100% = twice DMSO control signal; AID 504408; actives 1.7% (n = 300,000); activation, % at 9 µM;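 active = mean replicate activation of at least 50% with a set share of replicates each reaching 50%; inconclusive = only one of those two conditions met; inactive = mean below 50% and too few replicates reaching it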;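 also: 0% = median of the neutral control wells and 100% = twice that signal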
aSyn 5UTR inh: MLPCN primary screen, SNCA 5' untranslated region. alpha-synuclein 5'UTR reporter, inhibitor activity. inhibition, % (tested at 7.5 µM). actives 0.82% (n = 300,000). AID 1813; in the data active = inhibition above about 60%; inconclusive = no clear call, values can overlap the other calls;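 also: H4 neuroglioblastoma cells stably carrying SNCA 5'UTR luciferase fusion; 0% = DMSO wells and 100% = positive control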
HSF1 inh: HSF1 inhibition; NIH3T3-HGL HSE-luciferase, MG132-induced, luminescence 8 h; active compounds read low; activity change, negative = inhibition, % at 7.5 µM (by protocol); actives 0.77% (n = 300,000);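 active = more than half of replicate wells show activity change below -50%, luminescence cut by over half; inconclusive = some wells, but at most half, below -50%; inactive = no replicate well below -50%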;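 also: luciferase reports HSF-1 transcriptional activity via heat shock element; 0% = median of DMSO wells and -100% = zero luminescence signal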
AI-2 QS modul: Vibrio harveyi AI-2 quorum sensing modulation | Vibrio harveyi JMH597 AI-2 luminescence/OD600 ratio, 9 h; active compounds read low; strain lacks LuxN and CqsS sensors; 0 = neutral-control median | AID 2094 | actives 0.4% (n = 300,000) | activity change, % at 7.5 µM; in the data active = activity change below about -75%, passing the limit was not always enough; inconclusive = no clear call, values can overlap the other calls;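 also: luminescence divided by OD600 gain over 9 h not by final OD600 alone; inactives centre near 13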
HIF activator: HIF pathway transcriptional activation | AID 1910 | activation, % at 7.5 µM (by protocol) | actives 0.32% (n = 300,000) | U2OS HRE-luciferase reporter, luminescence; normalized: DMSO 0%, desferrioxamine 100%;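 active = mean activation of at least 10% of the iron chelator positive control signal, with at least half of replicates also reaching 10%; inconclusive = mean and replicate majority disagree about reaching 10%; inactive = mean and most replicates under 10%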
HSP90 refold inh: inhibitors of HSP90 luciferase refolding in rabbit reticulocyte lysate; luciferase refolding luminescence, 3 h; inhibition, % at 5.6 µM; actives 0.91% (n = 290,000); AID 1789;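 active = inhibition above the screen-wide mean plus 3 SD, computed separately per campaign, cut at about 16% in these data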;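 also: 0% = DMSO wells and 100% = 60 µM geldanamycin wells; inhibitors lower the luminescence because luciferase stays unfolded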
GSK3A inh: blocks human GSK-3 alpha kinase | ADP-Glo luminescence, 60 min | actives 0.1% (n = 320,000) | inhibition, % at 10 µM;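 in the data active = inhibition above about 50%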;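 also: GST-tagged GSK-3 alpha with peptide substrate and 25 µM ATP; 0% = DMSO neutral wells and 100% = GW8510 positive control wells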
Target sequence (P49840 whole entry, looked up): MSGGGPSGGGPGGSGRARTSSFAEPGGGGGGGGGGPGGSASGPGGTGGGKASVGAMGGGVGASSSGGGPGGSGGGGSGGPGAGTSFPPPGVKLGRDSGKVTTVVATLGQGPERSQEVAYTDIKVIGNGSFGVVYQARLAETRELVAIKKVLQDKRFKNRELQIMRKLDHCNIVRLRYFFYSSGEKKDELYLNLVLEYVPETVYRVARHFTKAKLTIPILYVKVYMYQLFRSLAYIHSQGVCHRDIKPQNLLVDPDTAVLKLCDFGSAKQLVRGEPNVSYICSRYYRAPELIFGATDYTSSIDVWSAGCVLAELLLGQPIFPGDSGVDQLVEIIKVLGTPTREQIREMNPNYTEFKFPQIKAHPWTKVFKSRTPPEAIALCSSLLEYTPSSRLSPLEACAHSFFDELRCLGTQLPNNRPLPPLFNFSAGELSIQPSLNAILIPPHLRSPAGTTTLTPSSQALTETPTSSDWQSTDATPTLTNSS
GSK3B inh: human GSK3beta kinase inhibition; actives 0.038% (n = 300,000); GST-GSK3beta kinase, ADP-Glo luminescence, 60 min; active compounds read low; P49841; activity score (negative = inhibition), % at 10 µM; AID 2097;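 active = more than half of replicate wells score below -50%, meaning over 50% inhibition versus plate controls; inconclusive = some replicates but at most half score below -50%; inactive = no replicate scores below -50%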;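 also: 0% = median DMSO wells and -100% = median GW8510 positive control wells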
Target sequence (P49841 whole entry, looked up): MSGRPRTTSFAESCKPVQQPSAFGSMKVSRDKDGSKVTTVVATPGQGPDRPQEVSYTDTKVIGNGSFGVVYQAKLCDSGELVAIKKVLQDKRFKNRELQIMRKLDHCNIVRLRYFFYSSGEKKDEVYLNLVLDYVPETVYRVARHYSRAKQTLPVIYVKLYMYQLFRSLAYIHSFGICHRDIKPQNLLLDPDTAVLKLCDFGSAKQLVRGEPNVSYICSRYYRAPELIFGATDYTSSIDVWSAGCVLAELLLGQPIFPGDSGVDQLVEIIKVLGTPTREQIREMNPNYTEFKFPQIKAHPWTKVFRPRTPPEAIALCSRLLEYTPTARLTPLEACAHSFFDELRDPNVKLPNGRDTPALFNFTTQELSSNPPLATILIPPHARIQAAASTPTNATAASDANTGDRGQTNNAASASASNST
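Test system: GST-fused GSK3beta enzyme, cell-free | Quantity: 1.6 ng GST-GSK3beta enzyme per well | Reagent: 25 µM ATP with peptide substrate | Schedule: 60 min enzyme reaction, room temperature | Signal: Luminescent ADP-Glo measurement of ADP formed | Read-out basis: Score relative to plate controls | Control set: DMSO and 20 µM GW8510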
IEC-6 tox: counter-screen for KLF5 inhibitors: cytotoxicity in IEC-6 cells | IEC-6 cytotoxicity, luminescence viability | inhibition, % at 5 µM | actives 0.78% (n = 290,000) | AID 1825; in the data active = inhibition above about 22%;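 also: 0% = plate median of test compound wells and 100% = cytotoxic reference compound wells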
KLF5 inh: suppresses KLF5 promoter-driven expression | DLD-1 KLF5 promoter-luciferase reporter, luminescence | inhibition, % at 5 µM | actives 0.23% (n = 290,000);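 active = inhibition above a per-plate limit of that plate's mean compound inhibition plus 3 SD, cut at about 60% in these data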;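 also: 0% = DMSO wells and 100% = LY294002 at 200 µM; higher means less KLF5 promoter-driven luciferase light; inactives centre near -14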
Numbers without * were called inactive; ? = inconclusive; nt = no result given; & = joins results of further samples. This is a random part of the collection; any-hit rate near 4.7%.

nr	mol	GSK3B inh	GSK3A inh	KLF5 inh	IEC-6 tox	HSP90 refold inh	aSyn 5UTR inh	AI-2 QS modul	HIF activator	HSF1 activator	HSF1 inh
1	O=C(NCc1cccc(Cl)c1)c1ccc2c(c1)OCCO2	-1.2	-1.1	-47.7	0.0	-3.9	-47.2	6.3	-11.1	-7.7	1.2
2	Cc1cccc(N2N=C(C(=O)N3CC(=O)Nc4ccccc43)CCC2=O)c1	-4.5	-0.1	9.2	-1.9	2.1	-2.4	21.9	-0.5	1.0	-1.1
3	COCC1CCCCN1C(=O)C1CCN(c2nc(-c3ccccc3)nc3c2CCC3)CC1 (stereo unspecified)	-1.2	-1.0	-24.8	9.7	-2.1	1.5	8.9	0.6	14.7	-2.6
4	CCCC(=O)Nc1c(-c2ccc(C)cc2)c(=O)c2ccccc2n1C	-0.7	1.5	-30.6	10.7	0.0	0.4	15.9	0.1	-7.7	-3.9
5	O=C1OCCC1Sc1nc2ccccc2c(=O)n1-c1ccc(F)cc1 (stereo unspecified)	-3.7	-0.5	7.2	2.7	2.4	12.4	-1.9	0.0	-1.9	-3.7
6	CCCn1c(SCC(=O)Nc2nnc(C)s2)nnc1C1CC1	-1.8	2.8	13.5	6.5	0.2	17.2	1.7	-0.3	-17.6	-3.6
7	CCC(=O)N1c2ccc(S(=O)(=O)N3CCN(c4ccccc4Cl)CC3)cc2CC1C (stereo unspecified)	3.5	-0.6	-9.9	1.5	6.2	10.6	23.7	0.3	-1.4	5.5
8	COc1ccc2nc3ccccc3nc2c1N	1.9	0.8	-47.8	-1.6	12.7	-67.4	nt	4.6	?	31.5
9	Cc1ccc(OCC(=O)Nc2ccncc2)cc1	0.4	2.2	-48.3	-8.8	-2.9	-39.5	13.7	0.2	-7.9	0.0
10	CC(=O)n1cc([C@H]2C=C(C(=O)N3CCN(Cc4ccccc4)CC3)O[C@@H](OCCCCO)C2)c2ccccc21	-1.4	-0.7	2.0	1.7	7.4	5.4	-4.8	0.5	-13.8	-0.7
11	OCCC1CN(C2CCSCC2)CCN1C1CCCC1 (stereo unspecified)	3.0	nt	14.5	-1.6	4.5	5.4	53.9	-0.3	-10.0	0.0
12	Cc1ccc(OCCn2cc(/C=N/NC(=O)c3ccncc3)c3ccccc32)cc1	2.0	5.8	-2.5	1.1	0.4	23.0	16.0	0.4	-0.4	-4.0
13	CC(=O)c1ccc(NC(=O)CC23CC4CC(C2)CC(n2nnc(C)n2)(C4)C3)cc1	-3.3	-2.7	-18.7	1.4	3.4	-5.7	11.6	0.2	-20.7	-0.5
14	Cc1ccc(NC(=O)CSc2nc3sc(C)cc3c(=O)n2C)cc1	3.5	-4.5	-36.6	3.0	-2.1	8.3	21.1	-0.7	37.6	4.7
15	Cc1ccc(C)c(N2CCN(S(=O)(=O)c3ccc4c(c3)oc(=O)n4C)CC2)c1	-4.1	-1.5	11.8	0.5	-2.0	10.3	7.6	-0.4	18.3	0.9
16	CCOc1cc(S(=O)(=O)NCc2ccccc2)ccc1F	0.8	-1.8	-36.1	-2.3	-1.4	11.7	25.6	0.2	-1.3	0.9
17	Cc1ccc(-n2c(=O)cc(N3CCC(C)CC3)[nH]c2=O)cc1	1.8	1.9	-24.5	2.6	1.1	-35.9	-13.2	0.2	8.4	-0.9
18	O=C(CCCOc1ccccc1)Nc1ncccn1	-0.2	1.3	-1.3	6.8	0.7	-22.3	11.5	0.3	0.8	0.2
19	CC(C)=CC(=O)OCC(=O)Nc1nc(C)c(Cl)cc1Cl	0.5	-1.9	-15.3	2.8	2.2	-3.7	12.2	0.0	12.7	-1.8
20	O=C(CNc1cccc(Cl)c1)c1ccc(Cl)cc1	0.6	-1.8	-5.5	1.3	-2.0	-38.8	22.1	0.2	25.3	6.5
21	COC(=O)c1cn(NC(=O)c2ccc3c(c2)OCO3)c(=O)c2ccccc12	-21.0	-0.1	-13.7	1.3	2.9	-22.0	7.3	-0.2	-0.7	5.4
22	COc1ccc(NC(=O)c2ccc(CN(c3cc(Cl)ccc3C)S(=O)(=O)c3ccccc3)cc2)cc1OC	0.3	0.7	-20.0	2.3	-0.6	nt	10.2	nt	nt	nt
23	N#Cc1nnn(-c2ccc(Cl)cc2)c1N	-15.0	-1.5	-20.6&-22.2	2.9&1.2	-2.2&-3.3	-4.4	21.5	0.5	16.5	-5.8
24	O=C1COc2ccc(C(=O)NCc3ccc4c(c3)OCO4)cc2N1	-0.4	-1.2	-34.6	-4.2	-1.2	-17.8	1.7	-0.1	-7.6	-1.9
25	CN(C)S(=O)(=O)N1CCc2ccc(NC(=O)c3ccc(C(F)(F)F)cc3)cc2C1	-2.1	0.4	-55.7	3.1	-8.5	-52.5	16.6	-10.3	9.1	4.1
26	COc1cccc(/C=N/NC(=O)CNC(=O)/C=C\c2ccccc2)c1O	2.4	-2.3	22.2	5.7	-1.0	10.6	12.2	1.9	46.1	4.8
27	CCOC(=O)Cc1c(C)nc2c(-c3ccc(Cl)cc3)c(C)[nH]n2c1=O	-2.9	-2.7	-53.6	-1.8	0.2	-27.4	19.1	-0.3	0.9	3.3
28	COc1cc(NC(=O)CN2C(=O)CSc3ccc(S(=O)(=O)N4CCCC4)cc32)cc(OC)c1	0.3	-1.6	-15.0	5.7	3.9	-33.1	20.5	-0.1	0.4	3.6
29	Cc1ccc(S(=O)(=O)Nc2cccc(N(C)S(C)(=O)=O)c2)cc1[N+](=O)[O-]	4.7	-2.1	-20.9	22.8*	0.4	0.2	31.2	-0.3	16.1	0.8
30	CSCCC(NC(=O)c1ccc(Cl)cc1)C(=O)OCC(C)=O (stereo unspecified)	2.9	-3.0	18.2	5.6	-4.0	8.1	-5.9	-0.4	4.0	7.6
31	CCOC(=O)c1ccc(NC(C)=O)c([N+](=O)[O-])c1	-0.9	1.2	-9.2	5.5	-2.4	-2.0	9.0	0.0	-7.3	-7.1
32	Cc1cc(C)c(C)c(S(=O)(=O)NCC(=O)N2CCCC2)c1C	nt	-9.0	-2.6	2.1	3.9	15.9	nt	0.0	-7.0	-10.1
33	Cc1nnc2sc(-c3cccc(NC(=O)c4cccnc4)c3)nn12	2.9	2.0	-28.9	7.9	1.0	-5.0	18.0	0.2	-12.9	-1.5
34	Cn1c(=O)c2c(nc(SCc3cccnc3)n2Cc2ccccc2)n(C)c1=O	0.3	-0.7	-2.6	2.2	0.3	39.9	14.7	-0.1	-4.1	0.8
35	Cc1ccccc1NC(=O)c1ccc(C)c(S(=O)(=O)N2CCN(C)CC2)c1	0.2	-4.2	-53.6	-7.9	-0.2	1.4	21.0	-1.4	-8.9	4.9
36	CCOC(=O)c1nnn(CC(=O)NC(=O)Nc2ccc(F)cc2)c1C(=O)OCC	-5.3	nt	-30.3	3.1	-2.7	-5.1	23.2	-0.4	-78.5	-71.6*
37	O=C(CSc1nnc(-c2ccc3c(c2)OCO3)n1-c1ccccc1)c1ccc(Cl)cc1	-2.7	0.6	-10.6	-1.0	-5.7	-3.6	7.5	0.1	-2.8	-3.7
38	COc1ccc(CNc2ncc(-c3ccc(Cl)cc3)n2C)c(OC)c1OC	-1.9	1.8	-28.7	2.3	3.3	-4.4	-3.8	-0.8	7.2	-1.5
39	Cc1nc2sc(C(=O)c3ccccc3)c(N)c2c2c1CCCC2	1.1	1.5	-2.1	6.0	2.6	-155.8	-2.0	1.6	32.6	0.1
40	COc1ccc(-n2nc(C(=O)NCC(=O)NCC3CCCO3)c3ccccc3c2=O)cc1 (stereo unspecified)	-2.6	-15.6	-10.8	0.5	3.4	-21.2	16.6	0.2	-7.6	-2.6
41	O=S1(=O)CCO[C@H]2Cc3ccccc3[C@H]2N1Cc1ccccc1Br	0.9	0.7	-11.0	-2.4	-4.3	7.9	9.1	0.6	15.4	2.6
42	COc1cc([N+](=O)[O-])cc(/C=N/NC(=O)c2ccc(NC(=O)c3ccc(C)cc3)cc2)c1O	-2.6	nt	-7.2	-4.8	0.4	42.0	27.3	0.9	-65.3	-58.3*
43	NNC(=O)CCN(Cc1ccco1)S(=O)(=O)c1ccc(Cl)cc1	0.2	-0.1	-11.8	-4.1	-2.2	-0.7	17.5	0.2	11.0	-3.7
44	Cc1ccc(F)cc1NC(=O)N1CCN(C2c3ccccc3-c3ccccc32)CC1	2.7	-5.8	7.5	7.5	1.1	17.1	-5.4	-0.2	16.7	2.6
45	CN1C(=O)Cc2cc(S(=O)(=O)N3CCN(c4ccccc4F)CC3)ccc21	0.3	-0.2	-15.5	-4.1	-3.5	-26.1	13.7	0.4	10.3	4.4
46	O=C(NCc1cccnc1)C1CC(=O)N(C2CCCCC2)C1 (stereo unspecified)	0.7	-1.9	-7.2	0.7	0.5	-9.9	9.7	0.2	-5.0	0.7
47	Cc1cc(=O)n2[nH]c(C(F)(F)F)c(-c3ccccc3)c2n1	-0.6	18.4	4.9	0.8	-2.1	-5.9	35.8	-53.2	10.5	2.0
48	c1ccc2cc(-c3cc4ccccn4c3)ccc2c1	-9.6	3.0	-51.2	0.8	1.2	-98.1	-3.3	1.6	43.6	24.4
49	O=C(CSc1nnnn1-c1ccccc1)NCc1cccs1	0.3	-4.0	-30.2	-0.4	-0.8	-19.0	-1.9	0.2	1.0	1.8
50	Cc1ccc2cc(C)c3nnc(SCC(=O)Nc4nc5c(s4)CCCC5)n3c2c1C	-3.5	-1.1	11.6	2.0	0.9	7.0	21.4	0.5	-12.8	-5.1
51	Cc1cc[n+](CC(=O)Nc2cc(C(F)(F)F)ccc2Cl)cc1	-0.2	-0.9	-0.2	-5.6	-1.9	5.5	3.8	-0.6	-8.2	-4.8
52	CC1(C)CC(=O)C(C=Nc2ccc(N)cc2)=C(O)C1	1.0	-0.5	-16.4	-8.2	-0.2	-18.5	42.9	0.0	17.0	7.7
53	COc1ccccc1CNC(=O)C(=O)NCC1OCCN1C(=O)c1cccs1 (stereo unspecified)	2.0	-1.4	-41.0	-4.1	1.8	17.2	16.5	-0.4	2.9	-5.5
54	COc1ccccc1C(=O)Nc1nnc(SCC(=O)Nc2ccc3c(c2)oc2ccccc23)s1	0.5	-0.4	-25.7	-6.8	1.2	-152.1	12.9	3.4	?	20.9
55	Cc1ccccc1CSc1ncnc2ccccc12	0.3	-0.4	5.2	1.5	0.9	14.3	41.7	-0.3	-26.4	-14.5
56	CC(=O)c1ccc(S(=O)(=O)N2CCCc3ccccc32)cc1	-4.6	-5.6	-5.0	5.6	1.7	1.1	6.8	1.3	-8.7	-0.8
57	O=C(COC(=O)c1c[nH]c(=O)[nH]c1=O)Nc1ccccc1	1.0	-1.0	-16.7	-2.1	3.3	20.0	6.6	-0.4	4.8	2.0
58	COc1cc(OC)c(C2Oc3nc(SC)nnc3-c3ccccc3N2C(C)=O)cc1OC (stereo unspecified)	0.8	nt	-24.6	-1.1	-4.5	-36.9	7.0	-0.2	24.6	14.5
